# Source: PubChem BioAssay (several laboratories)
# TNAP activators: human TNAP enzyme activators, primary screen, biochemical, luminescent, no phosphate acceptor, uHTS (AID 1001). purified TNAP, luminescent activation assay, no phosphate acceptor; higher activation fold means a stronger effect. one-dose activation fold at 20 µM; EC50 in µM for titrated hits. 200,000 compounds, 0.03% hits; in the data active = activation fold from about 3, or a potency from the dose series; inactive = the rest, 99 in 100 with activation fold below about 1.6; note: many of its hits are not listed in these tables
# K1F lysis inhibition: inhibition of K1F phage lysis, E. coli UTI89, bacterial capsule biogenesis inhibitors, alamar blue (AID 488966); E. coli UTI89 K1F phage lysis, alamar blue, 2 h; higher % means a stronger effect; inhibition, % at 100 µM, or IC50 in µM where a hit was titrated; 340,000 compounds, 0.02% hits;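 active = phage lysis inhibition, versus mean bacterial control, above a set limit; inconclusive = no clear call, values can overlap the other calls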;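 note: capsule biogenesis inhibitors block K1F phage lysis so surviving cells raise fluorescence; higher fluorescence means more inhibition of phage lysis; actives were called in the ten point dose series up to 300 µM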
# human PMI inhibition: MPI enzyme activity inhibition – biochemical, fluorescence intensity, coupled assay, primary screen (AID 1209); one-dose inhibition, % at 20 µM; IC50 in µM for titrated hits; 190,000 compounds, 0.42% hits; purified PMI enzyme, coupled fluorescence intensity; higher % means a stronger effect;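 note: plate controls were DMSO vehicle for no effect and wells lacking substrate for full effect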
# P. falciparum M1AAP: malaria alanyl aminopeptidase activity blockers – biochemical, fluorogenic H-Leu-NHMec substrate, 1536-well (AID 1445) | inhibition, % at 30 µM, or IC50 in µM where a hit was titrated | 220,000 compounds, 0.42% hits | recombinant M1AAP, H-Leu-NHMec fluorogenic kinetic assay; higher % means a stronger effect;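 active = primary inhibition above the hit cutoff, then over 50% inhibition at one or more dose response concentrations, cut at about 23% in these data, passing the limit was not always enough; inconclusive = conflicting primary data, or primary hits not chosen for dose response; inactive = low primary inhibition, or under 50% at every dose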;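 note: plate controls were DMSO full reaction for no effect and no enzyme background for full effect; strong numbers were not always called active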
# T cell modulator: modulates CD8 T cell binding to vesicles. 330,000 compounds, 0.068% hits. 2C CD8+ T cell-vesicle binding, flow cytometry; active compounds read low. calls only at 7 µM. AID 2052;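 active = response, share of CD8 T cells binding vesicles, and their 90th percentile fluorescence all below set limits, cut at about 80% in these data, passing the limit was not always enough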
#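 Also added: QL9-peptide-loaded Drosophila micro-vesicles bearing Ld, ICAM-1 and B7-1; Test system: purified 2C TCR transgenic mouse naive CD8+ T cells; Measured by: cytometric PE anti-B7-1 and Alexa647 anti-CD8 signals after 1% paraformaldehyde fixation; Timing: binding step 1.5 h, 37 °C, antibody labelling 20 min, ice.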
# M17LAP inhibition: P. falciparum M17LAP inhibitors, primary screen, biochemical, fluorogenic H-Leu-NHMec substrate, 1536-well (AID 1619); 220,000 compounds, 0.38% hits; one-dose inhibition, % at 30 µM; IC50 in µM for titrated hits; recombinant M17LAP, H-Leu-NHMec fluorogenic kinetic assay; higher % means a stronger effect;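 active = compound inhibiting the enzyme by more than half at any dose during confirmatory dose-response retesting; inconclusive = strong single-dose inhibitors picked by rank but not retested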;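 note: plate controls were full reaction with DMSO carrier for no effect and no enzyme background for full effect; strong numbers were not always called active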
# PMI inhibition: MPI inhibition at elevated mannose 6-phosphate – biochemical, fluorescence intensity, high mannose 6-phosphate, primary screen (AID 1220) | inhibition, % at 20 µM, or IC50 in µM where a hit was titrated | recombinant PMI enzyme, coupled fluorescence intensity; higher % means a stronger effect | 190,000 compounds, 0.66% hits
# RSV antiviral HEp-2: RSV antiviral activity via CPE protection, HEp-2 cells, primary 10 µM value included (AID 2391). HEp-2 cells, RSV-induced CPE inhibition; higher % means a stronger effect. CPE inhibition, % at 10 µM, or IC50 in µM where a hit was titrated. 310,000 compounds, 0.13% hits; in the data active = a potency from the dose series; inconclusive = CPE inhibition mostly from about 23% at the one dose, without a potency; inactive = the rest, 99 in 100 with CPE inhibition below about 21%; note: strong numbers were not always called active
# West Nile virus CPE: inhibition of WNV-induced cytopathic effect – cell-based, CPE readout (AID 1621); West Nile virus-infected cells, CPE inhibition; higher % means a stronger effect; CPE inhibition, % at 10 µM, or IC50 in µM where a hit was titrated; 290,000 compounds, 0.02% hits; in the data active = a potency from the dose series; inconclusive = CPE inhibition mostly from about 3.7% at the one dose, without a potency; inactive = the rest, 99 in 100 with CPE inhibition below about 2.2%; note: strong numbers were not always called active
# T cell modulator vesicle-bound %: second read-out of T cell modulator, no call of its own (marks repeat the call); double positive events, %; measured here: CD8+ vesicle-bound cell fraction;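 binding gate set so that unloaded-vesicle control wells show 10% double positive cells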
# * hit, by the source's call; i = inactive; ? = inconclusive; nt = no result given; [ ] = remark or other dose. Cut-off read from the data, not from the text of the source, unless noted: active = inhibition above about 50%; inactive = the rest.
canonical_smiles	P. falciparum M1AAP	RSV antiviral HEp-2	PMI inhibition	TNAP activators	K1F lysis inhibition	West Nile virus CPE	human PMI inhibition	T cell modulator vesicle-bound %	M17LAP inhibition	T cell modulator
CCOc1ccc(-n2cc(C(=O)Nc3cccc(Cl)c3)c3cc(OC)c(OC)cc3c2=O)cc1	0%	2.9%	0%	0.9	0.3%	0.3%	18%	15	-12%	i
O=C(NC12CC3CC(CC(C3)C1)C2)N1CCN(c2ncccn2)CC1	10%	3.5%	3%	1.1	-0.7%	-0.6%	1%	33	-1%	i
CCCNC(=O)CCNC(=O)c1ccc(C(C)(C)C)cc1	3%	0.0%	-6%	1.2	-2.1%	-0.8%	2%	nt	-15%	nt
O=C(CCCCCN1C(=O)c2cccc3cccc(c23)C1=O)N1CCOCC1	8%	2.0%	-8%	0.9	0.1%[50 µM]	-0.3%	0%	51	6%	i
CCN(CC)CCN1CNC(=S)N(c2ccccc2OC)C1	-1%	nt	nt	nt	nt	-0.2%	nt	58	0%	i
FC(F)Oc1ccc(NC(=S)N2CCc3ccccc32)cc1	8%	-0.7%	5%	1.1	-0.1%	0.0%	14%	34	-9%	i
O=C(COc1nncc2ccccc12)NCC(F)(F)F	-2%	3.1%	4%	1.1	0.5%	0.3%	0%	37	12%	i
CC(C)c1ccc(NC(=S)N2CCCC2)cc1	nt	2.5%	nt	nt	-0.2%[50 µM]	0.8%	nt	2	nt	i
COc1ccccc1OCc1nc(C#N)c(NCc2ccco2)o1	4%	0.3%	11%	1.1	-1.1%	-0.2%	20%	49	11%	i
COc1ccc(O[C@H]2C=C[C@@H](c3ccccc3)O[C@@H]2CO/N=C(\C)CCN2CCCCc3nc(C)c(C)cc32)cc1	3%	nt	3%	1	nt	nt	-4%	nt	8%	nt
CC1CC(C)CN(S(=O)(=O)c2ccc(NC(=O)CN3C(=O)NC(C)(c4ccccc4)C3=O)cc2)C1 (stereo not drawn)	nt	?	nt	nt	0.2%	0.0%	nt	48	nt	i
COC(=O)c1cccnc1SCc1ccccc1	7%	1.0%	3%	1.1	1.2%	3.2%	-3%	18	16%	i
CC(=O)Nc1ccc(S(=O)(=O)N(C)CC(=O)OCC(=O)N2CCc3ccccc32)cc1	8%	3.5%	4%	1	-0.6%	nt	5%	38	-3%	i
CCC(C)n1ncn(-c2ccc(N3CCN(c4ccc(O)cc4)CC3)cc2)c1=O (stereo not drawn)	6%	-1.0%	1%	1	7.0%	-0.6%	-20%	53	14%	i
CC1CCN(C(=O)C(=O)c2cn(CC(=O)N3CCCC3)c3ccccc23)CC1	nt	2.6%	nt	nt	0.0%	-0.4%	nt	33	nt	i

# Next results:
canonical_smiles	P. falciparum M1AAP	RSV antiviral HEp-2	PMI inhibition	TNAP activators	K1F lysis inhibition	West Nile virus CPE	human PMI inhibition	T cell modulator vesicle-bound %	M17LAP inhibition	T cell modulator
Cc1cc(C)nc(NNC2=CC(=O)CC(C)(C)C2)n1	1%	3.0%	-67%	0.9	0.1%	-0.1%	-74%	49	21%	i
CC(C)(C)c1ccc(C(=O)Nc2cccnc2)cc1	nt	0.5%	nt	nt	0.1%	-1.0%	nt	52	nt	i
O=C(NCCN1CCOCC1)c1cc2c(=O)n3ccccc3nc2n1Cc1ccccc1	102µM*	-0.1%	-3%	1.2	-0.2%	-0.3%	-11%	31	-289%	i
FC(F)(F)c1cccc(Cc2noc(CN3CCSCC3)n2)c1	-2%	6.0%	6%	1.1	-0.1%	0.9%	13%	6	-5%	i
CCOc1ccc(N2C(=O)CC(Sc3nc(C)cc(C)c3C#N)C2=O)cc1 (stereo not drawn)	0%	-0.8%	-4%	1.1	-1.4%	-0.7%	-5%	23	6%	i
CCOc1ccccc1Nc1ccnc2cc(Cl)ccc12	2%	2.7%	8%	1.1	3.6%	-1.0%	8%	28	-9%	i
O=C(COc1cccc(C(F)(F)F)c1)Nc1ccc2[nH]ncc2c1	nt	0.5%	nt	nt	-0.1%	-0.4%	nt	60	nt	i
COc1ccc(NC(=O)NNC(=O)COc2ccc(Cl)cc2C)cc1OC	nt	0.8%	nt	nt	2.7%[50 µM]	0.2%	nt	18	nt	i
CCc1ccc(C(=O)Nc2ccc3c(c2)n(C)c(=O)n3C)cc1	nt	6.8%	nt	nt	-1.0%	-0.3%	nt	45	nt	i
COc1ccc(OCC(=O)NNC(=S)NC(=O)c2ccc(Br)o2)cc1	nt	3.0%	nt	nt	?	0.9%	nt	16	nt	i
O=C(COC(=O)c1cccnc1Nc1cccc(C(F)(F)F)c1)NCc1ccc2c(c1)OCO2	6%	2.9%	5%	1	0.0%	1.4%	0%	11	5%	i
CCOC(=O)N1CCN(CC(=O)Nc2ccc(F)cc2)CC1	8%	-2.0%	-9%	1.1	0.5%	1.2%	-8%	28	2%	i
OC1(C(F)(F)F)CC(O)(C(F)(F)F)n2nc(-c3ccccc3)cc2N1 (stereo not drawn)	9%	?	9%	1	0.2%	-0.7%	6%	26	0%	i
COc1ccc(-n2c(Cc3cccn3C)nnc2SCC(=O)NCc2ccco2)cc1	0%	-0.7%	-2%	1.1	1.6%	-0.4%	2%	64	22%	i
CC(=O)Nc1ccc(N2S(=O)(=O)c3ccccc3S2(=O)=O)cc1	4%	0.6%	8%	1.1	0.3%	0.1%	6%	33	-7%	i

# Going on with the list:
canonical_smiles	P. falciparum M1AAP	RSV antiviral HEp-2	PMI inhibition	TNAP activators	K1F lysis inhibition	West Nile virus CPE	human PMI inhibition	T cell modulator vesicle-bound %	M17LAP inhibition	T cell modulator
CCOC(=O)CCP(=O)(O)C(C)(O)c1ccccc1 (stereo not drawn)	3%	-0.8%	1%	1.1	6.1%	0.1%	6%	1	-3%	i
CNC(=O)c1nc[nH]c1C(=O)NC	10%	0.6%	13%	1	1.8%	0.0%	13%	28	7%	i
O=C(COc1ccc(Cl)cc1)NNC(=O)c1ccccn1	14%	1.9%	16%	1	-8.9%	nt	26%	30	-8%	i
CCCN(CC1CCCO1)C(=O)CCc1nnc(CCc2ccc(OC)cc2)o1 (stereo not drawn)	nt	0.9%	nt	nt	0.1%	-0.2%	nt	61	nt	i
O=C(Cc1c(F)cccc1Cl)Nc1ccncc1	-4%	16%	5%	1.2	-0.1%	0.7%	3%	25	-2%	i
c1ccc(COC(CN2CCCCCC2)CN2CCCCCC2)cc1	4%	-0.3%	nt	nt	-1.8%	-0.4%	nt	18	3%	i
CN(C)c1ccc(NC(=O)CCN2CCN(c3ccccn3)CC2)cc1	nt	-2.3%	nt	nt	0.1%	0.7%	nt	51	nt	i
COc1ccc(C)cc1NC(=S)N1CCN(c2ncccn2)CC1	6%	3.1%	4%	1.1	0.0%	-0.3%	9%	32	3%	i
Oc1ccc(/C=N/Nc2ccc(C(F)(F)F)cn2)c(O)c1	nt	6.5%	nt	nt	0.9%	?	nt	23	nt	i
Cc1cccc(CCN(C(=O)c2csnn2)C(C(=O)NC2CCCC2)c2ccco2)c1 (stereo not drawn)	nt	2.6%	nt	nt	-0.2%	-0.2%	nt	16	nt	i
COC(=O)[C@@]1(Cc2ccc(OC)cc2)[C@H]2c3cc(C(=O)N4CCCC4)n(Cc4ccc(C)o4)c3C[C@H]2CN1C(=O)c1ccccc1	10%	nt	11%	1.1	nt	0.6%	9%	nt	-12%	nt
CN(CC(=O)Nc1ccccc1Br)C(=O)c1cccc([N+](=O)[O-])c1	nt	0.0%	nt	nt	0.6%	-0.4%	nt	46	nt	i
Cc1[nH]nc(NCCO)c1[N+](=O)[O-]	5%	1.9%	4%	1	0.2%	0.2%	-3%	42	21%	i
CCCc1c(O)nc(SCCN(CC)CC)n(C(=O)c2ccccc2)c1=O	6%	1.4%	4%	1	0.6%	-0.6%	-2%	53	-16%	i
O=C1CCN(S(=O)(=O)c2cccs2)c2ccc(C(F)(F)F)cc2N1	12%	-0.8%	-2%	1.1	0.5%	0.1%	-13%	55	2%	i

# (more compounds)
canonical_smiles	P. falciparum M1AAP	RSV antiviral HEp-2	PMI inhibition	TNAP activators	K1F lysis inhibition	West Nile virus CPE	human PMI inhibition	T cell modulator vesicle-bound %	M17LAP inhibition	T cell modulator
NC(Cc1ccccc1)C(O)(c1ccccc1)c1ccccc1 (stereo not drawn)	nt	-0.4%	7%	1.1	0.5%	-1.0%	-1%	5	nt	i
COc1cc2c(cc1OC)C(C)N(C(=O)C1COc3ccccc3O1)CC2 (stereo not drawn)	3%	19%	-2%	1.1	-0.1%	-0.3%	4%	53	-7%	i
COc1cc(C(=S)N2CCOCC2)ccc1OC(=O)c1cc([N+](=O)[O-])c(C)c([N+](=O)[O-])c1	-1%	0.1%	12%	1.1	-0.1%	-0.3%	12%	41	9%	i
Cc1ccc(S(=O)(=O)N(CC(=O)N2CCN(c3ccccc3F)CC2)C2CCCCC2)cc1	3%	5.4%	5%	1	1.4%	-1.9%	1%	9	8%	i
COc1cc(OC)c(C(=O)NCc2ccco2)cc1OC	nt	1.4%	nt	nt	0.1%	-0.5%	nt	56	nt	i
O=S(=O)(NCC1CCCO1)c1ccc(-c2ccc(S(=O)(=O)NCC3CCCO3)cc2)cc1 (stereo not drawn)	-2%	-1.5%	-7%	1.1	0.1%	-1.5%	-3%	4	-1%	i
O=C(NCCCN1CCCC1=O)c1cc2nc(-c3ccco3)cc(C(F)(F)F)n2n1	nt	2.1%	nt	nt	0.3%	-0.1%	nt	13	nt	i
CSc1nc(C)cc(Oc2ccc(OCCOc3ccccc3)nn2)n1	-1%	1.4%	-11%	1.1	-0.3%	-0.3%	-2%	41	-12%	i
Cc1ccc(S(=O)(=O)Nc2ccc3c(c2)OCCO3)cc1C	11%	-0.4%	3%	1.1	-1.3%	-1.5%	5%	41	-5%	i
O=C(CCn1c(=O)[nH]c2ccsc2c1=O)NCc1ccc(F)cc1	2%	8.9%	2%	1	0.2%	-0.3%	1%	49	4%	i
C[C@H]1CC[C@@]2(O[C@H](CCO)C[C@H](O)[C@H]2O)O1	nt	-0.1%	nt	nt	0.2%	-0.3%	nt	23	nt	i
N/C(=N/OC(=O)c1ccccc1F)c1nonc1N	0%	0.6%	1%	1	0.7%	1.5%	1%	41	3%	i
Cc1ccc(-c2nnc(SCC(=O)CC(=O)Nc3ccccc3)n2-c2ccccc2)cc1	8%	4.0%	-4%	0.9	0.4%	-0.5%	-7%	48	8%	i
CCS(=O)(=O)N1Cc2ccccc2CC1C(=O)NC(C)C12CC3CC(CC(C3)C1)C2 (stereo not drawn)	3%	4.0%	7%	1	-2.0%	-1.0%	18%	28	4%	i
